PHOSPHO1 block – blocks human PHOSPHO1 phosphatase activity; 290,000 compounds, 1.1% hits; inhibition, % at 13.3 µM; recombinant PHOSPHO1, absorbance phosphatase assay; in the data active = inhibition above about 60%
NALP1 inh – blocks the NALP1 inflammasome reconstituted in yeast | S. cerevisiae NALP1/ASC/caspase-1 growth, X-gal OD620, 72 h | inhibition, % at 10 µM | 280,000 compounds, 0.61% hits | AID 2071; in the data active = inhibition mostly above about 24%, no sharp cut-off; inactive = mostly below about 32%; also: some compounds called inactive have numbers as strong as hits
MEKK2wt PB1 HTS – raises or lowers MEK5 binding to wildtype human MEKK2 PB1 domain. bead flow cytometry, Alexa488-MEK5 binding to MEKK2 WT; actives lie on both sides. binding response (% of control), % at 10 µM. 290,000 compounds, 1.1% hits. AID 1531; in the data active = binding response below about 67% or above about 130%
MEKK2 mut-MEK5 – signal of MEK5 binding to mutant human MEKK2 PB1 domain | bead flow cytometry, Alexa488-MEK5 binding to MEKK2 mutant | percent response, % at 10 µM | 290,000 compounds, 0.35% hits; in the data active = percent response above about 24%, passing the limit was not always enough; also: inactives centre near 1; some results filed as inactive read as strong as hits; reference of the scale not given here
OXTR agonist – activates the human oxytocin receptor | P30559 | CHO-OTR cells, Fluo-8 calcium fluorescence; normalized: DMSO 0%, oxytocin 100% | activation, % at 3 µM | 320,000 compounds, 0.32% hits;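 active = activation above the mean of all tested compounds plus 3 SD, cutoff set per screening run, cut at about 20% in these data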;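 also: peak over basal fluorescence ratio from a 100 s FLIPR kinetic read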
Target sequence (P30559 whole entry, looked up): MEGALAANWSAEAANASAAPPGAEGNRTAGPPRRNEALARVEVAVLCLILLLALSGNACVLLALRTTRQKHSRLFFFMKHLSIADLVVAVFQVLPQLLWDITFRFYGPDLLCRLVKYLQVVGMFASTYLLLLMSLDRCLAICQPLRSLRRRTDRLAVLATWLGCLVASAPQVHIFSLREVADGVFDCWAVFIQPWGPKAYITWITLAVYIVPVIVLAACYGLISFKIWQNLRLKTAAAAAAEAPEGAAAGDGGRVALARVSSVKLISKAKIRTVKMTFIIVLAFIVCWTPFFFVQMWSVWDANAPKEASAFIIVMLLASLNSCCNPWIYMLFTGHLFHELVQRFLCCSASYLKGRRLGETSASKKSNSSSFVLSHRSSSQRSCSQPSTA
V1aR counter – activates human V1a receptor in oxytocin agonist counter-screen. P37288. AID 2797. CHO-V1R cells, Fluo-8 calcium fluorescence, agonist mode; 0% DMSO, 100% 3 nM vasopressin. activation, % at 3 µM. 320,000 compounds, 0.25% hits;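 active = activation above the mean activation of all tested compounds plus 3 SD, per screening run, cut at about 20% in these data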;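 also: signal is peak over basal fluorescence ratio across a 100 second FLIPR read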
GPR7 antag – antagonists of human GPR7 (neuropeptides B/W receptor 1); GPR7-expressing cells, fluorescence antagonist assay; P48145; AID 1861; inhibition, % at 4.4 µM; 290,000 compounds, 1.1% hits; in the data active = inhibition above about 16%, passing the limit was not always enough;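 also: cells stimulated with the agonist NPW; 0% = agonist with vehicle and 100% = vehicle without agonist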
Target sequence (P48145 whole entry, looked up): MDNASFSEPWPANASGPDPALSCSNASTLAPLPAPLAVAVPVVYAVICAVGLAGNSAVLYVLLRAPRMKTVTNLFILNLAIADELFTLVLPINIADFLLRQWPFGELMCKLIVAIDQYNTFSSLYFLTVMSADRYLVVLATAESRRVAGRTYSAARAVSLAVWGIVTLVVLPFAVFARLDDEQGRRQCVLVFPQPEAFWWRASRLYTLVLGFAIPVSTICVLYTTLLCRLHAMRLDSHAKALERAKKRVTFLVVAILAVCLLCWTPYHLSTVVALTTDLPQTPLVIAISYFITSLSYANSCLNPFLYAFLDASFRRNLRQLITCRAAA
GalR3 antagonist – human GalR3 antagonism | O60755 | HEK293 GalR3-CNG cAMP membrane potential fluorescence; galR3 body fused to GalR1 C-terminus | inhibition, % at 3 µM | 360,000 compounds, 0.44% hits | AID 651719;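 active = inhibition above the screen-wide average plus 3 SD, cut at about 13% in these data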;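 also: forskolin and galanin both at EC90 stimulate the cells; cAMP rise reported by CNG channel membrane potential dye signal; 0% = forskolin plus galanin with DMSO and 100% = forskolin alone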
Target sequence (O60755 1-299 limits assumed): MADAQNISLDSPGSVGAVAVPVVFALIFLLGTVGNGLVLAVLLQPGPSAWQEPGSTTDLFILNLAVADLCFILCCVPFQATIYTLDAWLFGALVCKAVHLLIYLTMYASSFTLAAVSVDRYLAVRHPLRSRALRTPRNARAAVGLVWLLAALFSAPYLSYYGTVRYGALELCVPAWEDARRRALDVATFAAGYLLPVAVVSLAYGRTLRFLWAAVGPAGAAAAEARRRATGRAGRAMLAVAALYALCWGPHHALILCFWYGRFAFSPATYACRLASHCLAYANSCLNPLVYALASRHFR
MEKK3 PB1 HTS – modulators (inhibitors or enhancers) of MEK5 binding to human MEKK3 PB1 domain; bead-based flow cytometry, Alexa488-MEK5 binding to MEKK3; actives lie on both sides; 0 = blocked by unlabeled MEK5, 100 = vehicle; binding response (% of control), % at 10 µM; AID 1529; Q99759; 290,000 compounds, 1.4% hits;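 active = binding response more than 3 SD above or below the average of its plate-row segment, actives on both sides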;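 also: Alexa488 bead fluorescence after subtracting the streptavidin-only scavenger bead signal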
Starred values were filed as active, the others as inactive; . = no result given.

SMILES	PHOSPHO1 block	NALP1 inh	MEKK2wt PB1 HTS	MEKK2 mut-MEK5	OXTR agonist	V1aR counter	GPR7 antag	GalR3 antagonist	MEKK3 PB1 HTS
c1ccc(-c2nc(-c3cccs3)[nH]c2-c2ccccc2)cc1	29	8	92	-7	-1.5	-0.8	-10	-6	84
CCOc1ccc(NC(=O)CSc2nnc(-c3ccccn3)n2N)cc1	5	-20	101	3	-0.9	-0.2	4	-7	103
COc1ccc(C(=O)NC(=S)N2CCCCC2)cc1	56	16	106	0	0.1	0.6	16	0	104
O=C1C(Cl)=C(NCCN2CCOCC2)C(=O)c2ccccc21	30	13	106	3	-0.1	1.6	-6	-8	105
COC(=O)C1=C[C@@H](C(=O)OC)C2C3=C(C(=O)C24CCCCC4)[C@H](C)n2c(=O)n(-c4ccccc4)c(=O)n2[C@@H]3C1 (some centres not stated)	.	.	96	-3	-0.2	0.4	.	-4	100
Cc1ccc(S(=O)(=O)NNC(=S)NCCc2ccccc2)cc1	2	3	99	-2	0.0	0.6	-14	-4	99
COc1ccccc1NS(=O)(=O)c1cc(NC(=O)CNC(=O)c2ccccc2)ccc1C	-10	26	103	-1	0.5	0.1	0	-12	102
N#C/C=C1\n2c(nc3ccccc32)OC12CCCCC2	14	8	104	2	-2.1	-2.1	-17	-3	104
Cc1nc2c(-c3ccc(Cl)cc3)c(C)[nH]n2c(=O)c1Cc1ccccc1	-19	9	86	-5	3.6	9.1	-13	-5	104
Cn1c(=O)oc2cc(S(=O)(=O)N3CCc4ccccc43)ccc21	16	22	100	-1	11	4.5	-5	-4	100
O=C1c2ccc3c4c(ccc(c24)C(=O)N1CCCCO)C(=O)N(CCCCO)C3=O	9	-2	104	4	.	.	-12	-3	101
CCCSCCCNC(=O)c1ccccc1NC(=O)C1=CSCCO1	28	2	102	2	-2.7	-0.9	-8	-4	104
CCCCn1c(N)c(N(CCOC)C(=O)c2cc(-c3ccncc3)nc3ccccc23)c(=O)[nH]c1=O	-7	-3	107	5	0.3	0.8	-12	1	99
O=C(c1ccc2c(c1)OCO2)N1CCc2ccccc2C1	0	-6	90	-2	-0.6	-0.2	9	-6	84
CCOP(=O)(OCC)C(Nc1cccc([N+](=O)[O-])c1)c1ccc(N(C)C)cc1 (configuration not stated)	11	3	99	-2	-2.2	-0.8	-6	-6	97
COc1ccc(NC(=S)N(CCN2CCOCC2)Cc2cc3cc4c(cc3[nH]c2=O)OCCO4)cc1	4	-4	102	-7	-1.5	-0.2	-4	-5	107
COc1ccc(C(=O)c2coc3ccc(O)c(CN4CCOCC4)c23)cc1	29	6	110	7	-0.6	0.1	-12	-3	106
CCCCc1nc2cc(C(=O)N3CCCCC3COC)ccc2o1 (configuration not stated)	26	-1	93	-6	-1.0	2.7	3	4	98
COC(=O)c1c(C)[nH]c(C(C)=O)c1C	1	-2	105	3	0.5	1.5	5	-1	103
CCN1C(=O)[C@H]2[C@@H](c3ccc(C)cc3)N3C(=O)N(c4cccc(F)c4)C(=O)[C@@]3(CC)[C@H]2C1=O	15	9	101	0	1.2	1.1	-6	1	100
CCOC(=O)c1cc(C(=O)NC(C)c2ccccc2)c(=O)[nH]c1C (configuration not stated)	24	14	108	13	-1.0	-0.1	0	-9	106
CCOc1ccc(Cc2nc(-c3nonc3N)no2)cc1OCC	15	8	.	.	-0.1	1.8	7	-2	.
CCc1nccn1S(=O)(=O)c1ccc(C)c(C)c1	-28	.	104	2	0.1	0.4	14	1	94
Cc1ccc(OCC(=O)NNC(=O)c2cccnc2)cc1C	44	11	96	-9	0.9	1.0	1	4	95

Individual results from the results shown:
Result of CCCCn1c(N)c(N(CCOC)C(=O)c2cc(-c3ccncc3)nc3ccccc23)c(=O)[nH]c1=O in GalR3 antagonist: 1
Result of O=C(c1ccc2c(c1)OCO2)N1CCc2ccccc2C1 in OXTR agonist: -0.6

The list continues:
SMILES	PHOSPHO1 block	NALP1 inh	MEKK2wt PB1 HTS	MEKK2 mut-MEK5	OXTR agonist	V1aR counter	GPR7 antag	GalR3 antagonist	MEKK3 PB1 HTS
CCOC(=O)N1CCC(NC(=O)C2CCN(S(=O)(=O)N3CCC(C)CC3)CC2)CC1	6	1	99	2	0.7	0.6	-4	.	99
COc1ccc(-c2csc(N3CCN(S(=O)(=O)c4ccc5c(c4)NC(=O)CO5)CC3)n2)cc1	12	13	96	-2	2.1	2.2	-4	-10	101
CCCCCCOC(=O)Sc1nc2ccccc2o1	86*	5	96	3	-0.4	-0.4	13	-3	103
CN(CC(=O)NCCc1ccc(Cl)cc1)S(=O)(=O)c1ccc2c(c1)c(=O)n(C)c(=O)n2C	1	-1	109	-2	-1.4	-0.2	-4	0	107
COc1ccccc1NC(=O)C1CC(=O)OC1c1ccccc1 (configuration not stated)	14	8	102	7	0.1	2.4	13	2	103
O=c1oc(-c2ccccc2NS(=O)(=O)c2ccc(Cl)cc2)nc2ccccc12	47	27	93	-7	-2.2	-0.2	-8	8	91
CCOc1cc(/C=C/C(=O)c2ccc3c(c2)OCCO3)ccc1OCC(=O)N(C)C	32	7	97	-7	0.7	1.4	-2	-6	98
CCCCCCOc1ccc(C(=O)NCCCn2ccnc2)cc1	-20	9	97	2	3.3	1.1	-11	7	102
Cc1ccc(NC(=O)CSc2ncc3ccccn23)cc1	37	14	.	.	-1.1	-0.4	-1	-2	.
O=C(NCc1ccccn1)c1ccco1	1	-1	97	-2	0.4	0.8	-3	-1	95
O=C(Nc1nnc(-c2ccco2)o1)C1CCCCC1	4	-22	104	-1	-0.1	0.0	-9	3	100
COc1ccccc1-c1nnc2sc(C3CCCCC3)nn12	6	14	106	4	-1.4	0.4	-2	-8	105
O=C(Nn1cnnc1)c1ccc(Cl)cc1	-8	8	100	-2	-0.6	0.7	14	-9	100
Cc1ccc(CNC(=O)c2ccc3c(=O)n4c(-c5ccc(C)cc5)csc4nc3c2)cc1	30	.	93	1	1.3	0.2	.	6	96
COc1ccc(OCc2nc(N)nc(Nc3cccc(C)c3C)n2)cc1	-7	6	97	-2	-2.6	-0.1	-15	-1	96
C=CCOc1c(Br)cc(CNn2nnnc2N)cc1OCC	4	28	105	10	1.1	0.3	-1	-3	100
COc1ccc(OCC(=O)Nc2ccc3nc(C)sc3c2)cc1	53	-2	93	-7	-0.9	0.2	-4	-1	96
NC(=O)C1CCN(C2OC(=O)c3ccccc32)CC1 (configuration not stated)	-6	18	83	-14	0.4	1.2	-9	-1	99
O=C(COCc1cc(-c2ccc3c(c2)OCO3)on1)Nc1cccnc1Cl	34	-18	95	1	0.3	2.6	13	-8	94
Cc1cccc(C)c1NC(=O)CNC(=O)c1cn(-c2ccccc2)nc1-c1ccccc1	11	15	98	2	0.2	0.9	-9	-3	100
c1ccc2nc(-c3ccc(N4CCOCC4)cc3)ccc2c1	0	39	102	-1	0.7	1.1	-5	-5	104
COc1ccc(C2C(C(=O)c3ccco3)=C(O)C(=O)N2CCN2CCOCC2)c(OC)c1 (configuration not stated)	28	12	95	1	-0.2	0.2	-5	-8	100
COc1ccc(/C=C2\N=C(c3ccccc3Cl)NC2=O)cc1	32	.	89	-13	.	.	4	-5	94
CCC(=O)NC(=S)Nc1cccc(Cl)c1N1CCCCC1	22	5	95	-5	-1.6	0.3	-10	-4	98
CC(=O)C1=C(C)N(Cc2ccccc2)C(=O)N[C@H]1c1cccc(C(F)(F)F)c1	4	21	98	-5	3.1	3.5	-3	-3	98
Cc1ccc(N=c2sc(C)c(C)n2C)cc1	-8	30	102	-2	-2.3	-0.5	-7	-3	101
COc1ccc(CCNC(=O)CCCCCN2C(=O)c3ccccc3C2=O)cc1OC	0	32	102	-2	1.0	1.7	-5	0	103
CCOc1ccc(NCCC(=O)c2ccc3c(c2)OCO3)cc1	-27	-11	90	-12	0.3	1.6	-10	-4	81
CCOC(=O)c1ccccc1N1C(=O)C2Sc3[nH]c(=O)sc3C(/C=C/c3ccccc3)C2C1=O (configuration not stated)	-23	12	93	-2	0.9	2.2	-6	0	96
C=CCSc1nnc(NC(=O)CCNC(=O)c2ccco2)s1	6	5	100	-3	0.1	0.3	0	-8	102
CC(C)N(Cc1ccccc1)C(=O)CCc1ccccc1	-6	6	100	-1	-0.6	-0.7	-11	3	103
COc1ccc(NC(=O)c2cc(S(=O)(=O)N3CCCC3)ccc2OC)cc1	19	5	94	-16	0.0	2.6	-1	-9	95
O=c1[nH]c2ccccc2cc1CN(c1ccccc1)S(=O)(=O)c1ccccc1	2	19	90	-2	-1.6	0.3	0	-2	79
COC(=O)c1c(NC(=O)COC(=O)c2ccc(O)cc2)sc2c1CCCCC2	-2	8	93	3	-0.8	-0.7	1	-2	99
O=C(NCCCN1CCOCC1)NC12CC3CC(CC(C3)C1)C2	-1	35	108	6	1.2	1.2	-5	-4	104
COc1cc2c(cc1OC)CN(C1CCC(C)CC1)CC2 (configuration not stated)	.	.	114	10	0.0	0.4	-6	-8	109

Ordered by length of the SMILES (descending): part of the list above
SMILES	PHOSPHO1 block	NALP1 inh	MEKK2wt PB1 HTS	MEKK2 mut-MEK5	OXTR agonist	V1aR counter	GPR7 antag	GalR3 antagonist	MEKK3 PB1 HTS
CCOC(=O)c1ccccc1N1C(=O)C2Sc3[nH]c(=O)sc3C(/C=C/c3ccccc3)C2C1=O (configuration not stated)	-23	12	93	-2	0.9	2.2	-6	0	96
CC(=O)C1=C(C)N(Cc2ccccc2)C(=O)N[C@H]1c1cccc(C(F)(F)F)c1	4	21	98	-5	3.1	3.5	-3	-3	98
Cc1cccc(C)c1NC(=O)CNC(=O)c1cn(-c2ccccc2)nc1-c1ccccc1	11	15	98	2	0.2	0.9	-9	-3	100
O=c1[nH]c2ccccc2cc1CN(c1ccccc1)S(=O)(=O)c1ccccc1	2	19	90	-2	-1.6	0.3	0	-2	79
COC(=O)c1c(NC(=O)COC(=O)c2ccc(O)cc2)sc2c1CCCCC2	-2	8	93	3	-0.8	-0.7	1	-2	99
COc1ccc(CCNC(=O)CCCCCN2C(=O)c3ccccc3C2=O)cc1OC	0	32	102	-2	1.0	1.7	-5	0	103
COc1ccc(/C=C2\N=C(c3ccccc3Cl)NC2=O)cc1	32	.	89	-13	.	.	4	-5	94
CCOc1ccc(NCCC(=O)c2ccc3c(c2)OCO3)cc1	-27	-11	90	-12	0.3	1.6	-10	-4	81
C=CCSc1nnc(NC(=O)CCNC(=O)c2ccco2)s1	6	5	100	-3	0.1	0.3	0	-8	102
CCC(=O)NC(=S)Nc1cccc(Cl)c1N1CCCCC1	22	5	95	-5	-1.6	0.3	-10	-4	98
COc1cc2c(cc1OC)CN(C1CCC(C)CC1)CC2 (configuration not stated)	.	.	114	10	0.0	0.4	-6	-8	109
CC(C)N(Cc1ccccc1)C(=O)CCc1ccccc1	-6	6	100	-1	-0.6	-0.7	-11	3	103
Cc1ccc(N=c2sc(C)c(C)n2C)cc1	-8	30	102	-2	-2.3	-0.5	-7	-3	101

Next section.
SMILES	PHOSPHO1 block	NALP1 inh	MEKK2wt PB1 HTS	MEKK2 mut-MEK5	OXTR agonist	V1aR counter	GPR7 antag	GalR3 antagonist	MEKK3 PB1 HTS
CC(C)CC1C(C#N)=C(N)SC(N)=C1C#N	19	-2	99	-3	14	14	5	-4	96
COc1ccc(S(=O)(=O)N2CCc3ccccc32)cc1[N+](=O)[O-]	20	4	102	5	5.7	6.2	11	-10	104
COc1cc([N+](=O)[O-])ccc1NC(=O)CCCOc1ccccc1	-4	25	.	.	-3.1	-0.3	1	-4	.
COc1cc(/C=C(\C#N)C(=O)NCC2CCCO2)ccc1OC(C)C (configuration not stated)	-4	-25	95	-2	0.5	1.4	1	-12	99
O=C(CNS(=O)(=O)c1c(Cl)cccc1Cl)OCC(=O)c1ccc[nH]1	16	-1	99	-6	1.0	0.8	2	-6	99
